Screens (PubChem BioAssay)
BCR signal inh: qHTS Assay to Find Inhibitors of Chronic Active B-Cell Receptor Signaling; ABC-DLBCL IkBa-CBG/CBR reporter, luminescence ratio, 4 h; Potency, µM (doses to about 46.1 µM), without a hit: top-dose ratio change, negative = lower green/red ratio, actives largely listed as inhibitors; 340,000 compounds, 0.05% hits; AID 493014, 2011; active = well fitted inhibition curve with a large enough effect in the signal ratio, with a control signal flat, not every such curve was filed as active; inconclusive = small, poorly fitted or top-dose-only effect, or effect the other way, or a change in a side signal; the % refers to the signal ratio;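 note: potency is the fitted concentration of half-maximal effect; plate controls were basal doxycycline-induced cells for no effect and cells given 10 µM MG132 for full effect; MG132 reads +100%, hits lower the ratio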
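Cell line TMD8 (human ABC DLBCL), stably expressing tet-inducible CBG68-IkBa fusion and CBR; IMDM/0.5% FBS; cpd up to 46 uM; dox induction, 4 h, 37C/5% CO2; dual luminescence; green/red ratio; MG132 control.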
AT treatment: qHTS Assay for Identifying a Potential Treatment of Ataxia-Telangiectasia | 320,000 compounds, 0.19% hits | Potency, µM (doses to about 57.5 µM), for the others: top-dose activation, usual class: activators | […] A-T fibroblasts, KAP-1 phosphorylation AlphaLISA; neocarzinostatin DNA damage 30 min before lysis; note: potency is the fitted concentration of half-maximal effect; % of control where 0% means no effect; nearly all actives have a fitted effect of over 45% in size
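hTERT-immortalized A-T patient fibroblasts ([…]), 500 cells/well in OPTI-MEM, 1% FBS, got compounds for 60 min, then NCS for 30 min at 37C. Lysates were then assayed for phospho-KAP-1 by AlphaLISA (anti-pKAP1 donor, anti-KAP1 acceptor beads), 6 hr at 25C.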
GALK inhibitor: qHTS Assay for Inhibitors of Human Galactokinase (GALK); P51570; Purified GALK, Kinase-Glo residual ATP luminescence; Potency, µM (titrated, usually from 57.5 µM), for inactives: at the highest dose activity change, negative = inhibition, usual class: inhibitors; 270,000 compounds, 0.007% hits; note: potency is the fitted concentration of half-maximal effect; % is set by controls: 0 for no effect and ±100 for the full control effect
Target sequence (P51570 whole entry, looked up): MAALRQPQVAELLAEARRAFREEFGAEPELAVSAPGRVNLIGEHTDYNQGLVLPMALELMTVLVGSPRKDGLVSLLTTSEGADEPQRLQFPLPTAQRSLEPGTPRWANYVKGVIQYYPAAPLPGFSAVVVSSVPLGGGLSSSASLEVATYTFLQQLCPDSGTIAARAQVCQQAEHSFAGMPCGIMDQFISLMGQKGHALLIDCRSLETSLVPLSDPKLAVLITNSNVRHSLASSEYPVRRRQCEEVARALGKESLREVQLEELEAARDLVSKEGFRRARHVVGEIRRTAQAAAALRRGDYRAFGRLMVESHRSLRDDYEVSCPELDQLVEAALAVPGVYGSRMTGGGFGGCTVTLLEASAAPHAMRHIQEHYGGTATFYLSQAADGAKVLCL
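5 nM enzyme, 35 uM ATP, 100 uM galactose, 20 mM HEPES pH8.0, 5 mM MgCl2; 1 h RT; residual ATP by Kinase-Glo Plus luminescence, qHTS format.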
MLL CXXC-DNA inh: qHTS Fluorescence Polarization Assay for Inhibitors of MLL CXXC domain - DNA interaction. Histone-lysine N-methyltransferase 2A (Homo sapiens), Q03164. Potency, µM (titrated, usually from 115 µM), for the others: top-dose activity change, negative = inhibition, usual class: inhibitors. MLL-CXXC / FITC-HOXA9 DNA fluorescence polarization. AID 2662, 2010. 290,000 compounds, 0.037% hits; active = well fitted inhibition curve with a large enough effect in the polarisation, with a control signal flat, not every such curve was filed as active; inconclusive = small, poorly fitted or top-dose-only effect, or effect the other way, or a change in a side signal; inactive = no such curve, though single readings can be large or run the other way; the % refers to the polarisation; note: potency is the fitted concentration of half-maximal effect
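Purified MLL-CXXC (added from a 7 uM solution) was preincubated 5 min at ambient with pinned compounds in 50 mM Tris-HCl pH 7.5, 50 mM NaCl, 1 mM DTT, 0.05% BSA. Fluorescein-labeled HOX-A9 DNA (50 nM solution) followed, 30 min, then polarization read.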
Tb PFK inh: qHTS Assay to Find Inhibitors of T. brucei phosphofructokinase; AID 485367, 2010; 330,000 compounds, 0.17% hits; ATP-dependent 6-phosphofructokinase (Trypanosoma brucei brucei), O15648; Potency, µM (titrated, usually from 57.5 µM), inactives show at the top dose activity, negative = inhibition, actives largely listed as inhibitors; T. brucei PFK, ADP-Glo luminescence;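 note: potency is the fitted concentration of half-maximal effect; 0% = uninhibited 1x PFK enzyme wells and -100% = no-enzyme wells; nearly all actives have a fitted effect of over 60% in size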
Target sequence (O15648 whole entry, looked up): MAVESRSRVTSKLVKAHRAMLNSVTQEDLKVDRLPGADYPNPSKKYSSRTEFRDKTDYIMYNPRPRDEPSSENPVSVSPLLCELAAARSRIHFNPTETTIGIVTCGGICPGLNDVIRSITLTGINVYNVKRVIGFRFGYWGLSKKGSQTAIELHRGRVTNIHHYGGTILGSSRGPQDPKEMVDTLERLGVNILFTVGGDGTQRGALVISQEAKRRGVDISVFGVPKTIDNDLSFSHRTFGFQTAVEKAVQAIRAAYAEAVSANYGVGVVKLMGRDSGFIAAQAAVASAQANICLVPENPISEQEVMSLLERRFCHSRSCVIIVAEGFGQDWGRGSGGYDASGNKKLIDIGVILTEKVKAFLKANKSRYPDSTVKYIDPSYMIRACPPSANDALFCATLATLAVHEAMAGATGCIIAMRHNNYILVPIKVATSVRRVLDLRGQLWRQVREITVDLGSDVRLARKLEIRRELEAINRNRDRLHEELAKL
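ADP-Glo luminescence quantified ADP after 45 min at room temperature, with 1.25 nM T. brucei PFK, 0.1 mM ATP and 0.5 mM fructose-6-phosphate in pH 8.0 TEA buffer. qHTS titrations up to 57 µM; curves classified by quality.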
Giardia killer: Small Molecules that selectively kill Giardia lamblia: qHTS | Giardia lamblia trophozoite viability | activity change, % at 7.66 µM, hits read low | 340,000 compounds, 0.15% hits | AID 540267, 2011; in the data active = activity change below about -80%; inconclusive = between about -30% and that limit;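 note: parasites exposed to compound for two days anaerobically before the ATP read; % is set by controls: 0 for no effect and ±100 for the full control effect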
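Killing of trophozoites was scored by loss of ATP luminescence after a 48 hrs anaerobic exposure to compounds at 37 deg C, using 100 cells per well.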
Coupling enz: qHTS Assay for Inhibitors of Fructose-1,6-bisphosphate Aldolase from Giardia Lamblia: Coupling assay counterscreen; coupling enzyme system counterscreen, AmpLite Red fluorescence; activity change, negative = inhibition, % at 58.2 µM, hits read low; 290,000 compounds, 0.67% hits; AID 2472, 2010; in the data active = activity change below about -30%; note: % is set by controls: 0 for no effect and ±100 for the full control effect
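Activity here indicates interference with the coupling reaction, not aldolase inhibition. Compounds at 57.5 uM final met coupling enzymes for 10 min at RT; substrate and AmpLite Red detection followed, with a 525/598 nm fluorescence read after 20 min.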
hERG WT inh: qHTS for Inhibitors of KCHN2 3.1: Wildtype qHTS; Voltage-gated inwardly rectifying potassium channel KCNH2 (Homo sapiens), Q12809; U2OS, BacMam KCNH2, thallium flux FluxOr; active compounds read low; activity change, % at 1.84 µM; 340,000 compounds, 0.37% hits; AID 720551, 2013;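 active = maximum activity change below -70%; inconclusive = maximum activity change between -70% and -50%; inactive = maximum activity change above -50%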; note: % is set by controls: 0 for no effect and ±100 for the full control effect
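U2OS cells transduced with wild-type KCNH2 virus are loaded with FluxOr dye for 45 min, and thallium flux is measured in kinetic reads before and after stimulation buffer. Rate constants are normalized to DMSO controls.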
TSHR antagonist: Antagonists of the Thyroid Stimulating Hormone Receptor: HTS campaign | TSHR-expressing cells, TSH-stimulated cAMP HTRF, 2 h; active compounds read low | 330,000 compounds, 0.2% hits | Thyrotropin receptor (Homo sapiens), P16473 | activity change, negative = inhibition, % at 11.5 µM;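 active = activity change below a set negative limit, meaning inhibition stronger than a set level, cut at about -70% in these data; inconclusive = activity change between two set negative limits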; note: % is set by controls: 0 for no effect and ±100 for the full control effect
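Freshly harvested TSHR cells receive pin-tooled compound, then EC80 TSH at 4nM final. After 2 hours at 37 deg C, antibody in lysis buffer and cAMP-d2 are added; 30 minutes at ambient temperature precede the HTRF read.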
TCR act: Activators of T cell receptors: qHTS campaign | primary human leukocytes, anti-CD3, IL-2 HTRF, 48 h | Potency, µM (series often up to 9.22 µM), without a hit: top-dose activation of IL-2 secretion, hits mostly activators | 330,000 tested, under 10 active | AID 504894, 2011; note: % of control where 0% means no effect
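IL-2 release read by HTRF sandwich (Eu cryptate donor, d2 acceptor, 665 nm emission) after 48 hr exposure of primary human leukocytes to compound together with anti-CD3 beads in the absence of co-stimulatory signals.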
* = called active by the depositor; [ ] = another dose, or the depositor's remark. Unless noted, calls come from the whole dose curve; as a rule, active = well fitted curve in the direction sought with a large enough effect; inconclusive = small, poorly fitted or top-dose-only effect, or another doubt; inactive = no such curve, though single readings can be large; an effect the other way counts as inactive or inconclusive.

How did COc1ccc(NC(=O)CC(C)(C)C)c([N+](=O)[O-])c1 do in these assays?
BCR signal inh: 6%; AT treatment: 0%; GALK inhibitor: 0%; MLL CXXC-DNA inh: 2%; Tb PFK inh: -1%; Giardia killer: 0; Coupling enz: 2; hERG WT inh: -3; TSHR antagonist: 3; TCR act: 0%

Results for O=C1CN(C(=O)NCC(=O)N2CCCC2)c2ccccc2N1 ?
BCR signal inh: -3%; AT treatment: 12%; GALK inhibitor: 1%; MLL CXXC-DNA inh: 8%; Tb PFK inh: -12%; Giardia killer: 36[activator]; hERG WT inh: 10; TSHR antagonist: 26; TCR act: 0%

Results for CCOC(=O)c1c(C)[nH]c(C(=O)OCc2ccccc2)c1C ?
BCR signal inh: 1%; AT treatment: 9%; GALK inhibitor: -7%; MLL CXXC-DNA inh: 57%[activator]; Tb PFK inh: 1%; Giardia killer: -1; hERG WT inh: -10; TSHR antagonist: 20; TCR act: -1%

Results for Cc1ccc(Oc2nc3c(c(=O)n(Cc4ccccc4F)c(=O)n3C)n2C)cc1 ?
BCR signal inh: -3%; AT treatment: 7%; GALK inhibitor: 2%; MLL CXXC-DNA inh: -3%; Tb PFK inh: -5%; Giardia killer: -6; Coupling enz: 0; hERG WT inh: 14; TSHR antagonist: -7; TCR act: 3%

What do the screens show for `NC(=O)CSc1nc(N)c2c3c(sc2n1)CCCCC3`?
BCR signal inh: inconclusive; AT treatment: 0%; GALK inhibitor: 5%; MLL CXXC-DNA inh: 0%; Tb PFK inh: -4%; Giardia killer: -11; Coupling enz: -1; hERG WT inh: -1; TSHR antagonist: -2

Results for O=C(CN1CCN(Cc2ccc(Cl)cc2)C1=O)NCCCN1CCOCC1 ?
BCR signal inh: -25%; AT treatment: 0%; GALK inhibitor: 2%; MLL CXXC-DNA inh: 0%; Tb PFK inh: 1%; Giardia killer: inconclusive; Coupling enz: 3; hERG WT inh: -7; TSHR antagonist: -5; TCR act: -6%

How did O=C(CCNC(=O)C1CCN(S(=O)(=O)c2ccc(F)cc2)CC1)NCc1cccnc1 do in these assays?
BCR signal inh: -6%; AT treatment: -2%; GALK inhibitor: -3%; MLL CXXC-DNA inh: 4%; Tb PFK inh: 0%; Giardia killer: 14; Coupling enz: 1; hERG WT inh: -14; TSHR antagonist: 0; TCR act: 2%

What do the screens show for `O=C(CCCCCN1C(=O)c2ccccc2C1=O)Nc1ccc(S(=O)(=O)N2CCCCC2)cc1`?
BCR signal inh: 1%; AT treatment: -6%; GALK inhibitor: 0%; MLL CXXC-DNA inh: 0%; Tb PFK inh: -9%[0.46 µM]; Giardia killer: 3; Coupling enz: -3; hERG WT inh: -17; TSHR antagonist: -14; TCR act: 2%

What do the screens show for `CN(C)Cc1cc(C(C)(C)c2cc(CN(C)C)c(O)c(CN(C)C)c2)cc(CN(C)C)c1O`?
BCR signal inh: -5%; AT treatment: -1%; GALK inhibitor: 0%; MLL CXXC-DNA inh: 4%; Tb PFK inh: -2%; Giardia killer: 4; Coupling enz: -1; hERG WT inh: 0; TSHR antagonist: 0; TCR act: 1%[46.1 µM]

What do the screens show for `COCCNC(=S)N1CCC(C(=O)c2ccc(C)cc2)CC1`?
BCR signal inh: -9%; AT treatment: -5%; GALK inhibitor: -1%; MLL CXXC-DNA inh: 3%; Tb PFK inh: 0%; Giardia killer: 0; Coupling enz: 3; hERG WT inh: -10; TSHR antagonist: 11; TCR act: 3%

What do the screens show for `NNC(=O)c1ccc(S(=O)(=O)N2CCc3ccccc32)cc1`?
BCR signal inh: 0%; AT treatment: -8%; GALK inhibitor: 3%; MLL CXXC-DNA inh: 7%; Tb PFK inh: 2%; Giardia killer: -7; Coupling enz: -3; hERG WT inh: 2; TSHR antagonist: 1; TCR act: -2%

How did CCCCN(CCCC)c1nc2ccccc2nc1NS(=O)(=O)c1ccc(NC(C)=O)cc1 do in these assays?
BCR signal inh: inconclusive; AT treatment: 2%; GALK inhibitor: 0%; MLL CXXC-DNA inh: inconclusive; Tb PFK inh: 2%; Giardia killer: 2; Coupling enz: 2; hERG WT inh: 6; TSHR antagonist: 18; TCR act: 7%

How did CCOc1ccccc1NC(=O)C1C2CCC3C(CCC21)C3(Cl)Cl (stereo not given) do in these assays?
BCR signal inh: 1%; AT treatment: 7%; GALK inhibitor: 2%; MLL CXXC-DNA inh: -2%; Tb PFK inh: 0%; Giardia killer: -11; Coupling enz: 0; TSHR antagonist: -1; TCR act: 7%

How did CC(CCc1ccccc1)NC(=O)C(=O)NCc1ccccc1 (stereo not given) do in these assays?
BCR signal inh: 4%; AT treatment: -5%; GALK inhibitor: -2%; MLL CXXC-DNA inh: 9%; Tb PFK inh: 3%; Giardia killer: 24; Coupling enz: 6; hERG WT inh: -1; TSHR antagonist: 0; TCR act: 8%[46.1 µM]

What do the screens show for `NC(=O)c1ccsc1NC(=O)c1ccco1`?
BCR signal inh: 0%; AT treatment: -8%; GALK inhibitor: 2%; MLL CXXC-DNA inh: 35%[activator]; Tb PFK inh: 2%; Giardia killer: -8; Coupling enz: -1; hERG WT inh: -15; TSHR antagonist: -11; TCR act: -8%

What do the screens show for `O=C(O)C(NS(=O)(=O)c1cccc2nsnc12)c1ccccc1` (stereo not given)?
BCR signal inh: 2%; AT treatment: -8%; GALK inhibitor: 2%; MLL CXXC-DNA inh: 6%; Tb PFK inh: 2%; Giardia killer: 13; Coupling enz: 0; hERG WT inh: -1; TSHR antagonist: -1; TCR act: -2%

How did COc1cc(NC(=S)N2CCN(C)CC2)c(OC)cc1Cl do in these assays?
BCR signal inh: -1%; AT treatment: -5%; GALK inhibitor: 3%; MLL CXXC-DNA inh: 35%[activator]; Tb PFK inh: -6%; Giardia killer: 8; Coupling enz: 0; hERG WT inh: -10; TSHR antagonist: 0; TCR act: -5%

What do the screens show for `CCOC(=O)c1sc(NC(=O)c2ccccc2F)c(C(N)=O)c1C`?
BCR signal inh: -1%; AT treatment: -1%; GALK inhibitor: 0%; MLL CXXC-DNA inh: -5%; Tb PFK inh: -2%; Giardia killer: -3; Coupling enz: 2; hERG WT inh: 1; TSHR antagonist: -5; TCR act: 2%[46.1 µM]

What do the screens show for `Cc1nc2cc(-c3ccc(Cl)cc3)nn2c(C)c1CCC(=O)NCc1ccco1`?
BCR signal inh: inconclusive; AT treatment: 4%; GALK inhibitor: 2%; MLL CXXC-DNA inh: -8%; Tb PFK inh: -2%; Giardia killer: 63[activator]; Coupling enz: 2; hERG WT inh: 16; TSHR antagonist: -15; TCR act: 0%

What do the screens show for `CSc1nsc(SC)c1NC(=O)OCCc1ccccn1`?
BCR signal inh: -1%; AT treatment: 1%; GALK inhibitor: 1%; MLL CXXC-DNA inh: 1%; Tb PFK inh: -4%; Giardia killer: 9; Coupling enz: 0; hERG WT inh: 18; TSHR antagonist: -6; TCR act: -2%

Results for CC1Cc2ccccc2N1CC(=O)Nc1cccc(S(N)(=O)=O)c1 (stereo not given) ?
BCR signal inh: -21%; AT treatment: 2%; GALK inhibitor: 8%; MLL CXXC-DNA inh: -8%; Tb PFK inh: -1%; Giardia killer: -19; Coupling enz: 1; hERG WT inh: -2; TSHR antagonist: 4; TCR act: 3%

What do the screens show for `COc1ccc(-c2ccnc(SCC(=O)c3ccc(OC)c(OC)c3)n2)cc1`?
BCR signal inh: 3%; AT treatment: 5%; GALK inhibitor: 0%; MLL CXXC-DNA inh: 6%; Tb PFK inh: 2%; Giardia killer: -12; Coupling enz: 4; hERG WT inh: -12; TSHR antagonist: -17; TCR act: -2%[46.1 µM]

Results for Cc1cc(C)c(C#N)c(SCC(=O)OC2CCCCC2)n1 ?
BCR signal inh: 3%; AT treatment: -4%; GALK inhibitor: 0%; MLL CXXC-DNA inh: 12%; Tb PFK inh: 19%; Giardia killer: 45[activator]; Coupling enz: 5; hERG WT inh: 5; TSHR antagonist: -12; TCR act: 12%

Results for COCCCC1CCN(C(=O)CCc2nnc(CCCCc3ccccc3)o2)CC1 ?
BCR signal inh: inconclusive; AT treatment: 0%[11.5 µM]; GALK inhibitor: -1%; MLL CXXC-DNA inh: 4%; Tb PFK inh: 0%; Giardia killer: -13; Coupling enz: 1; hERG WT inh: -10; TSHR antagonist: -8; TCR act: -5%

What do the screens show for `CC(=O)N1CCN(c2ccc(NCc3ccc(F)cc3)cc2)CC1`?
BCR signal inh: inconclusive; AT treatment: 14%; GALK inhibitor: 2%; MLL CXXC-DNA inh: -1%; Tb PFK inh: -19%; Giardia killer: 3; Coupling enz: -12; hERG WT inh: 2; TSHR antagonist: -19; TCR act: -5%
